Compound activity as filed in PubChem BioAssay.
GPR35 antagonists: GPR35 antagonists blocking zaprinast-driven arrestin recruitment, primary screen, imaging, U2OS, beta-arrestin-GFP, zaprinast agonist (AID 2058). one-dose inhibition, % at 10 µM; IC50 in µM for titrated hits. U2OS GPR35 beta-arrestin-GFP translocation imaging, zaprinast antagonism; higher % means a stronger effect. 0.052% of 290,000 active. G-protein coupled receptor 35 (Homo sapiens);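 active = inhibition of at least 50% with at least 30 cells and total cytoplasm GFP at most 10,000,000; inconclusive = under 30 cells or total GFP of 10,000,000 plus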
Large T inhibition: SV40 large T antigen inhibitors, biochemical (AID 1903) | SV40 large T antigen ATPase/helicase inhibition assay; higher % means a stronger effect | inhibition, % at 20 µM, or IC50 in µM where a hit was titrated | 0.39% of 310,000 active; in the data active = a potency from the dose series; inconclusive = inhibition mostly from about 32% at the one dose, without a potency; inactive = the rest, 99 in 100 with inhibition below about 32%; note: strong numbers were not always called active
Dengue-2 NS5 capping: Dengue-2 NS5 methyltransferase inhibitors, primary screen, biochemical, confirmation dose response (AID 588689) | one-dose inhibition, % at 25 µM; IC50 in µM for titrated hits | Dengue-2 NS5 methyltransferase capping enzyme assay, biochemical; higher % means a stronger effect | 0.3% of 340,000 active | Genome polyprotein (Dengue virus type 2 (strain 16681-PDK53)); in the data active = a potency from the dose series; inconclusive = inhibition above about 29% without an active follow-up result
RSV CPE inhibition: RSV antiviral activity via CPE protection, HEp-2 cells, primary 10 µM value included (AID 2391) | 0.13% of 310,000 active | CPE inhibition, % at 10 µM; hits with a dose series show IC50 in µM | HEp-2 cells, RSV-induced CPE inhibition; higher % means a stronger effect; in the data active = a potency from the dose series; inconclusive = CPE inhibition mostly from about 23% at the one dose, without a potency; inactive = the rest, 99 in 100 with CPE inhibition below about 21%; note: strong numbers were not always called active
Rac1 GTP hydrolysis: MgcRacGAP GTPase-activating activity inhibitors, confirmation, biochemical, ADP Hunter fluorescence; Rac GTPase-activating protein 1 (Homo sapiens); MgcRacGAP-stimulated Rac1 GTP hydrolysis, ADP Hunter fluorescence; higher % means a stronger effect; GST-tagged Rac1 F28L mutant substrate; inhibition, % at 30 µM, or IC50 in µM where a hit was titrated; 0.6% of 340,000 active;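 active = first-screen hits whose inhibition reached a set limit at any dose in the follow-up dose series; inconclusive = inhibition above the set first-screen limit but never retested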;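 note: fluorescence reports GDP produced by GAP-driven GTP hydrolysis; strong numbers were not always called active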
Salmonella PhoP GFP: inhibitors of PhoP regulon expression, primary screen, Salmonella Typhimurium, GFP reporter (AID 1863) | S. Typhimurium PhoP-regulated promoter GFP reporter, 4 h; higher % means a stronger effect | inhibition, % at 50 µM, or IC50 in µM where a hit was titrated | 0.16% of 300,000 active;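 active = inhibition over 29.93%, a cutoff 3 SD above the screen mean, later confirmed by dose response; inconclusive = inhibition over 29.93% but no dose response follow-up; inactive = inhibition at most 29.93% or unconfirmed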;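 note: 0% = low Mg2+ inducing control and 100% = high Mg2+ repressing control; strong numbers were not always called active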
K1F lysis inhibition: inhibition of K1F phage lysis, E. coli UTI89, bacterial capsule biogenesis inhibitors, alamar blue (AID 488966); 0.02% of 340,000 active; E. coli UTI89 K1F phage lysis, alamar blue, 2 h; higher % means a stronger effect; inhibition, % at 100 µM, or IC50 in µM where a hit was titrated;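 active = phage lysis inhibition, versus mean bacterial control, above a set limit; inconclusive = no clear call, values can overlap the other calls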;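 note: capsule biogenesis inhibitors block K1F phage lysis so surviving cells raise fluorescence; higher fluorescence means more inhibition of phage lysis; actives were called in the ten point dose series up to 300 µM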
HIV fusion peptide: inhibitors of HIV fusion peptide binding, primary screen, biochemical, uHTS, fluorescence dequenching (AID 1986) | cell-free peptide binding, fluorescence dequenching, 30 min; higher % means a stronger effect | 0.3% of 290,000 active | inhibition, % at 20 µM; hits with a dose series show IC50 in µM; in the data active = inhibition mostly above about 52%, no sharp cut-off; inactive = mostly below about 76%; note: some results filed as inactive read as strong as hits
GPR55 antagonists: GPR55 antagonists blocking LPI-driven arrestin recruitment, primary screen, imaging, U2OS, beta-arrestin-GFP, LPI agonist (AID 2013). U2OS GPR55 beta-arrestin-GFP translocation imaging, LPI antagonism; higher % means a stronger effect. one-dose inhibition, % at 10 µM; IC50 in µM for titrated hits. 0.13% of 290,000 active;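 active = spots per cell inhibited over 60%, with over 100 cells counted and total cytoplasm intensity under 500,000; inconclusive = wells with under 100 cells, flagged as likely toxic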;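 note: U2OS cells stably carrying GPR55 and arrestin-GFP stimulated by 5 µM LPI near EC80; imaged beta-arrestin-GFP aggregate spots per cell after agonist stimulation; plate controls were LPI-stimulated DMSO wells for no effect and DMSO wells without LPI for full effect; some results filed as inactive read as strong as hits; confirmed hits need IC50 under 10 µM and bright autofluorescent wells are also inconclusive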
Dengue-2 NS5 capping pilot replicate: also measured in Dengue-2 NS5 capping; calls as there; inhibition, %; measured here: pilot screen replicate inhibition
Numbers without * were called inactive; ? = inconclusive; . = no result given; [ ] = dose if it differs, or a comment.

SMILES	GPR35 antagonists	Large T inhibition	Dengue-2 NS5 capping	RSV CPE inhibition	Rac1 GTP hydrolysis	Salmonella PhoP GFP	K1F lysis inhibition	HIV fusion peptide	GPR55 antagonists	others
COc1ccc(-c2c3c(=O)n(C)c(=O)n(C)c3cn2-c2cccc(OC)c2)cc1	-5%	4%	-2%	1.6%	-1%	12%	1.7%	-2.4%	0%
CCCN(CCC)S(=O)(=O)c1ccc(NC(=O)c2cc(C(=O)OC)cc([N+](=O)[O-])c2)cc1	-3%	-1%	-6%	-1.6%	4%	-2%	0.0%	-1.0%	21%
O=C(CCCSc1ccccc1)Nc1nc(-c2ccco2)c(-c2ccco2)s1	5%	30%	-2%	-0.5%	15%	-1%	0.0%	59%	14%
C=CCN(CC=C)S(=O)(=O)c1ccc(NC(=S)NC(=O)C2CC2)cc1	-8%	25%	-3%	?	-1%	-4%	-0.3%	1.7%	13%
CC(=O)N1N=C(c2ccccc2)CC1c1ccccc1[N+](=O)[O-] (configuration not stated)	-5%	-8%	-1%	4.5%	8%	4%	1.1%[50 µM]	0.1%	-1%
COc1cc(OC)c(S(=O)(=O)Nc2ccccc2N2CCOCC2)cc1NC(C)=O	11%	1%	-2%	-0.1%	7%	-1%	0.1%	3.0%	-7%
O=C(NCCCC1CCCC1)C1CCC(=O)N(Cc2ccccc2F)C1 (configuration not stated)	-4%	4%	-8%	1.9%	8%	6%	0.1%	1.1%	2%
Cc1[nH]c(=S)c(C#N)c2c1CCCC2	-15%	9%	-1%	1.0%	8%	-18%	-3.6%	0.6%	13%
O=C(Cc1ccccc1)c1c[nH]c(C(=O)O)c1	-19%	5%	4%	-1.3%	7%	-3%	2.1%	1.5%	-3%
Cc1cc(C(=O)NNC2CC(=O)N(c3ccc4ccccc4c3)C2=O)c(C)o1 (configuration not stated)	2%	9%	-4%	-1.3%	-4%	3%	4.3%	4.2%	0%
CCC1CCC(NC2CCCCNC2=O)CC1 (configuration not stated)	-1%	-10%	-1%	0.9%	12%	7%	0.4%	-1.9%	-22%
Cc1csc2nc(CNS(=O)(=O)N(C)C)cn12	24%	8%	1%	2.1%	2%	-2%	1.4%	-2.3%	10%
O=C(O)c1cccc(Sc2ccc(Br)cc2C(=O)O)c1	.	.	-6%	0.2%	5%	.	0.3%	.	.
S=c1[nH]nc(-c2ccco2)n1/N=C/c1ccc(Cl)cc1Cl	-10%	24%	0%	1.7%	24%	-3%	0.1%	3.2%	6%
Cc1ccc(S(=O)(=O)Nc2ccc(C(=O)Nc3ccncc3)cc2)cc1	-11%	16%	3%	3.3%	10%	12%	3.9%	1.8%	11%
CN(C)S(=O)(=O)c1ccc(Cl)c(NC(=O)COc2ccccc2[N+](=O)[O-])c1	14%	1%	3%	1.1%	6%	12%	0.5%	-2.2%	9%
Cc1cccc(Cn2c(N3CCN(C)CC3)nc3c2c(=O)[nH]c(=O)n3C)c1	-8%	10%	.	2.9%	16%	-4%	2.3%	0.7%	16%
CCOc1ccc(S(=O)(=O)N2CCN(C(=O)c3ccccc3Cc3ccccc3)CC2)cc1	.	9%	-3%	-2.2%	2%	4%	-0.5%	.	.
CCC(=O)n1nc(NCc2ccccc2OC)nc1NCc1ccccc1OC	-12%	6%	-5%	2.4%	6%	2%	0.2%	0.8%	10%
O=C(CC1(O)C(=O)c2ccccc2C1=O)c1ccccc1	-14%	0%	-7%	-0.4%	-21%	-1%	0.1%	1.3%	1%
COc1ccc(C2(C)NC(=O)N(CC(=O)c3cc(C)n(C4CC4)c3C)C2=O)cc1 (configuration not stated)	.	.	-7%	1.4%	3%	.	0.1%[50 µM]	.	.
O=C(CN1CCN(S(=O)(=O)c2cccc(Br)c2)CC1)N1CCCCC1	.	.	2%	0.4%	7%	.	0.6%[50 µM]	.	.
Cc1cc(N2CCCCC2C)nc(-c2ccccc2O)n1 (configuration not stated)	-1%	17%	-14%	14%	-3%	-11%	0.2%	-0.9%	-2%
O=C(COc1ccc(Br)cc1)NCCNC(=O)c1ccncc1	-8%	0%	4%	1.9%	6%	-3%	0.0%	-1.1%	2%
Cc1ccc(Nc2nc(N)c([N+](=O)[O-])c(NCc3ccco3)n2)cc1C	-1%	2%	3%	2.7%	3%	26%	-2.7%[50 µM]	-0.4%	22%
CCn1nnc(NC(=O)Cc2ccc(Cl)cc2)n1	10%	0%	-2%	3.2%	2%	7%	0.8%	-1.7%	-7%
CCOC(=O)c1ccccc1NC(=O)COC(=O)CC1CCCCC1	3%	5%	-4%	3.5%	4%	-2%	-0.2%	0.7%	-1%
CSCCC(=O)N1CCCC(CO)(CCCc2ccccc2)C1 (configuration not stated)	3%	3%	-5%	7.3%	12%	1%	-0.1%	-1.3%	-11%
O=C(Nc1nc(-c2ccccc2)cs1)c1ccccc1F	-8%	6%	-2%	5.8%	3%	-1%	-0.1%	0.0%	-13%	Dengue-2 NS5 capping pilot replicate=-2.1
COCCNC(=O)NC(=O)CN1C(=O)NC(Cc2c[nH]c3ccccc23)C1=O (configuration not stated)	-8%	6%	-12%	2.2%	5%	-1%	0.1%	-0.7%	-1%
CC(=O)Nc1ccccc1OC(C)C(=O)N1CC(C)CC(C)C1 (configuration not stated)	4%	3%	-12%	2.4%	5%	-6%	-0.2%	-0.8%	-4%
CCn1ccnc1CN1CCc2c([nH]c3ccccc23)C1C1CCCCC1 (configuration not stated)	11%	6%	-4%	0.0%	4%	0%	-0.5%	2.9%	20%
COC(=O)c1ccc(NC(=O)C[n+]2ccccc2)cc1	11%	5%	-11%	1.4%	10%	-4%	0.4%	1.6%	-7%
O=C(Cn1cc2c(n1)CCCC2)N1CCCC1	-3%	11%	2%	0.1%	0%	-3%	5.4%	-1.8%	0%
Cc1ccc(N2CCN(C(=O)N3CCCC3)CC2)cc1Cl	-14%	10%	-9%	0.3%	6%	-5%	3.8%	-3.7%	3%
C#CC(C)OC(=O)C(C)NC(=O)c1ccccc1 (configuration not stated)	-10%	8%	-7%	0.8%	7%	3%	3.3%	1.3%	0%
Cc1ccc(-c2cc(C(=O)NCCCN3CCOCC3)c3ccccc3n2)cc1C	-10%	16%	-5%	-0.6%	6%	-4%	0.3%	-0.6%	5%
CCCCCCOc1ccc(N2C(=O)CC(N3CCN(C(=O)c4ccco4)CC3)C2=O)cc1 (configuration not stated)	2%	1%	-2%	2.3%	13%	5%	0.4%	-0.8%	-1%
O=C(CC1(C(=O)O)CCCC1)N1CCOCC1	0%	26%	0%	0.3%	8%	-10%	0.2%	0.4%	16%
Cc1cc(NC(=O)COC(=O)C2CCC2)no1	13%	18%	-2%	0.9%	7%	-3%	-0.1%	-1.4%	2%
C/C(CC(=O)Nc1ccc(Cl)cc1Cl)=N\NC(=O)c1ccco1	6%	11%	-8%	1.3%	8%	1%	-0.1%[50 µM]	3.8%	7%
Cc1ccc(S(=O)(=O)NN2C(=O)c3ccccc3NC2c2ccccn2)cc1 (configuration not stated)	-9%	7%	.	-0.3%	2%	0%	1.4%	-0.5%	-1%
CCCCC(C(=O)OCC(=O)c1ccc(OC)cc1)N1C(=O)c2ccccc2C1=O (configuration not stated)	-1%	23%	-5%	4.3%	5%	3%	4.4%	1.8%	16%
COc1ccc(C(=O)CCC(=O)N2CCN(c3ccc(C)cc3)C(C)C2)cc1 (configuration not stated)	6%	4%	-14%	11%	6%	1%	5.8%	-0.5%	-4%
CCOC(=O)c1nn(-c2ccccc2C)c(=O)c2c(N)scc12	-13%	27%	16%	-1.8%	7%	4%	0.3%	-1.1%	6%
Cc1c(Cl)cnc(NC(=O)COC(=O)C(NC(=O)c2ccco2)C(C)C)c1Cl (configuration not stated)	3%	4%	-5%	1.5%	-3%	-10%	-0.2%	8.9%	5%

Of the compounds above, these contain an aryl methoxy group.
SMILES	GPR35 antagonists	Large T inhibition	Dengue-2 NS5 capping	RSV CPE inhibition	Rac1 GTP hydrolysis	Salmonella PhoP GFP	K1F lysis inhibition	HIV fusion peptide	GPR55 antagonists	others
COc1ccc(-c2c3c(=O)n(C)c(=O)n(C)c3cn2-c2cccc(OC)c2)cc1	-5%	4%	-2%	1.6%	-1%	12%	1.7%	-2.4%	0%
COc1cc(OC)c(S(=O)(=O)Nc2ccccc2N2CCOCC2)cc1NC(C)=O	11%	1%	-2%	-0.1%	7%	-1%	0.1%	3.0%	-7%
CCC(=O)n1nc(NCc2ccccc2OC)nc1NCc1ccccc1OC	-12%	6%	-5%	2.4%	6%	2%	0.2%	0.8%	10%
COc1ccc(C2(C)NC(=O)N(CC(=O)c3cc(C)n(C4CC4)c3C)C2=O)cc1 (configuration not stated)	.	.	-7%	1.4%	3%	.	0.1%[50 µM]	.	.
CCCCC(C(=O)OCC(=O)c1ccc(OC)cc1)N1C(=O)c2ccccc2C1=O (configuration not stated)	-1%	23%	-5%	4.3%	5%	3%	4.4%	1.8%	16%
COc1ccc(C(=O)CCC(=O)N2CCN(c3ccc(C)cc3)C(C)C2)cc1 (configuration not stated)	6%	4%	-14%	11%	6%	1%	5.8%	-0.5%	-4%
